Bioassay records (PubChem BioAssay)
CF NFkB inh: blocks PAF-induced NF-kB reporter in cystic fibrosis cells | inhibition, % at 5 µM | 0.86% of 360,000 active | AID 588850 | KKLEB NF-kB-GFP reporter, GFP fluorescence overnight;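 active = at least 50% inhibition at 5 µM, scaled per plate between neutral and stimulator controls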;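 note: PAF is a Pseudomonas aeruginosa culture filtrate used as stimulus; plate controls were PAF-stimulated DMSO wells for no effect and unstimulated DMSO wells for full effect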
Shn3 3UTR inh: reduces Shn3 3'UTR luciferase signal in osteoblasts; Clone20 osteoblast Shn3 3'UTR firefly luciferase, 24 h; inhibition, % at 12.5 µM; 0.52% of 360,000 active;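 active = mean inhibition of at least 75% with every replicate also reaching 75%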;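 note: 0% = median of neutral control wells and 100% = pilot-screen positive control compound; some compounds past the cut are filed as inactive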
KKLEB cytotox: reduces viability of KKLEB cystic fibrosis airway cells | activity change (cytotoxicity), % at 5 µM | 0.36% of 360,000 active | KKLEB CF airway cells viability, ATPlite luminescence, overnight; hits give low values; cells stimulated with P. aeruginosa culture filtrate;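 active = corrected activity change at or below -50% at 5 µM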
SRC3 inh: human NCOA3 inhibition. Q9Y6Q9. HEK293 GAL4-SRC3 luciferase reporter, luminescence. inhibition, % at 3.6 µM. 0.17% of 360,000 active. AID 588352;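 active = inhibition above a per-campaign cutoff, the mean of all compounds plus 3 SD, cut at about 60% in these data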;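 note: 0% = DMSO-treated cells and 100% = gossypol-treated cells at 36 µM; higher means less SRC3-driven luciferase light from the GAL4 reporter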
NR5A2 inv ag: NR5A2 inverse agonism in reporter assay | O00482 | HEK293T StAR-luciferase reporter, LRH-1 transfected, 24 h | inhibition, % at 3.6 µM | 0.13% of 360,000 active | AID 602396;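 active = inhibition above the mean inhibition of all tested compounds plus 3 SD, cut at about 73% in these data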;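 note: 0% = DMSO wells and 100% = reporter-only cells lacking LRH-1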
TWEAK-Fn14 inh: inhibitors of TWEAK-Fn14 interaction signaling; TWEAK-stimulated Fn14 reporter cells, luciferase luminescence, 8 h; inhibition, % at 10 µM; 2% of 360,000 active; AID 1159606; in the data active = inhibition above about 50%
NR2F2 inh: inhibitors of human COUP-TFII (NR2F2); P24468; HEK293T NGFI-A luciferase reporter, luminescence; inhibition, % at 8.6 µM; 0.7% of 370,000 active;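 active = inhibition above a per-plate cutoff, mean inhibition of test wells between control levels plus 3 SD, cut at about 38% in these data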;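 note: cells cotransfected with COUP-TFII expression vector driving the NGFI-A reporter; 0% = median of COUP-TF2 test wells and 100% = reporter-only cells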
C8 TRAIL sens: caspase-8 TRAIL sensitization | 1% of 360,000 active | AID 624354 | NB7+C8 cells + TRAIL, ATPlite viability luminescence | inhibition (viability loss, TRAIL sensitization), % at 10 µM;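 active = compounds causing at least 50% loss of cell viability in the single-dose screen, relative to plate controls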
TROY NFkB inh: TROY signaling inhibition; 0.98% of 360,000 active; Q293 LMP1-TROYcd NF-kB luciferase reporter, 4 h; inhibition, % at 10 µM; AID 1347056;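 active = compounds whose plate-normalised and pattern-corrected inhibition of the luciferase reporter signal at the single screening dose is 50% or more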
EBV LMP1 NFkB: reduces LMP1-driven NF-kappaB luciferase signal; 0.69% of 350,000 active; LMP1-induced NF-kappaB luciferase reporter cells, luminescence; inhibition, % at 12.5 µM; in the data active = inhibition above about 41%;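 note: 0% = neutral control wells and 100% = reference inhibitor control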
SRC1 inh: human NCOA1 inhibition | Q15788 | HEK293 GAL4-SRC1 luciferase reporter, luminescence | inhibition, % at 3.6 µM | 0.12% of 360,000 active;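 active = inhibition above the campaign mean plus 3 SD, with each screening campaign given its own cutoff, cut at about 60% in these data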;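 note: 0% = DMSO treated cells and 100% = gossypol at 36 µM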
Target sequence (Q15788 whole entry, looked up, the tested form may be a part): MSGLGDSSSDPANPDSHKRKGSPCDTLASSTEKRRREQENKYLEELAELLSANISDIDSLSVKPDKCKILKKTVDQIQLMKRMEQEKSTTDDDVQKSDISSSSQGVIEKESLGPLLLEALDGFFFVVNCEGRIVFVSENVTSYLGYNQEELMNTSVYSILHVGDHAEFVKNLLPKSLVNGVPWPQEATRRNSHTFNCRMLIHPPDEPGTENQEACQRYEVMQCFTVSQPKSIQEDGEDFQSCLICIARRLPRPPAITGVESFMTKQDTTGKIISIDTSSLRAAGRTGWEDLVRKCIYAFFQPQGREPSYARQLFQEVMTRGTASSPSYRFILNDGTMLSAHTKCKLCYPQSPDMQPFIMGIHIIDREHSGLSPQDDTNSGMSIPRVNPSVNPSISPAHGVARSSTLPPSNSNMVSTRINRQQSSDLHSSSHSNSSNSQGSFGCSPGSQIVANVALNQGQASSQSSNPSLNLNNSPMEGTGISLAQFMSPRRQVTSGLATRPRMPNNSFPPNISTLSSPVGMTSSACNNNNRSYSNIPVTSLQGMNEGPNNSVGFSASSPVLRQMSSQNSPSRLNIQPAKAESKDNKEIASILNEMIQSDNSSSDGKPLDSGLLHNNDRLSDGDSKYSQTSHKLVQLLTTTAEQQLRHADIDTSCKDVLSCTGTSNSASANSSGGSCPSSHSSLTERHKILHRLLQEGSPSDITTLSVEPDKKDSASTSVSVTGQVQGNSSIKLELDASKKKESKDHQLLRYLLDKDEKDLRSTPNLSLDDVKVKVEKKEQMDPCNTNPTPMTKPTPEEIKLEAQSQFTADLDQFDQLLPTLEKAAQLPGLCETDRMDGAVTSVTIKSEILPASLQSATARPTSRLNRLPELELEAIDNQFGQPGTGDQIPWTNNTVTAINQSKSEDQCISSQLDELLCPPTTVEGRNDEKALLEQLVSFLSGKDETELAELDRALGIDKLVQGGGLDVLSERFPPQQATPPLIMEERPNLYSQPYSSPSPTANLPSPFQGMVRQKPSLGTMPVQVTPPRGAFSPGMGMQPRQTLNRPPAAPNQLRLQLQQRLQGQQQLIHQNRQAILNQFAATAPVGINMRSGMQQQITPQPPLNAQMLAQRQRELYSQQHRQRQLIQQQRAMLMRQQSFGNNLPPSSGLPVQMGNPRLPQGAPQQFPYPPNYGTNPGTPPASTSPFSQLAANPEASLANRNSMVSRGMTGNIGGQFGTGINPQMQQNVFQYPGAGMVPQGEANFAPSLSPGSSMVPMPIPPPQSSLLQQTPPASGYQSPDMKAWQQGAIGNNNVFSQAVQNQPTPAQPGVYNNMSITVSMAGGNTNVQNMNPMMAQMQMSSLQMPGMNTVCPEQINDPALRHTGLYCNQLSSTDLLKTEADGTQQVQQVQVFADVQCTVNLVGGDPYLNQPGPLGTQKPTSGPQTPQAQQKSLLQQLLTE
* hit, by the source's call; . = not tested or not shown. This is a subset, so the mix of outcomes need not match the whole.

SMILES	CF NFkB inh	Shn3 3UTR inh	KKLEB cytotox	SRC3 inh	NR5A2 inv ag	TWEAK-Fn14 inh	NR2F2 inh	C8 TRAIL sens	TROY NFkB inh	EBV LMP1 NFkB	SRC1 inh
Cc1nc(NC(=O)CSc2nnc(Cn3nnc4ccccc43)n2C)sc1C	-1	-2	5	-3	-26	-8	-9	2	-10	-4	-24
CCCCN(C(=O)NC(=O)Nc1ccccc1OC)S(C)(=O)=O	-9	-10	3	-6	-10	12	3	2	9	1	2
CSc1ccc(Cn2c(C)c(C(=O)NCc3ccc(C(C)C)cc3)sc2=O)cc1	-10	-6	7	3	-6	17	-1	5	20	.	2
COc1ccccc1C(=O)COC(=O)CN1C(=O)NC2(CCCC2)C1=O	-5	6	-3	11	4	-8	9	0	18	-3	-38
COc1ccc(N(C)C(=O)C2CCCN2S(=O)(=O)c2cccc3nsnc23)c(OC)c1 (stereo unspecified)	2	-3	0	10	-7	-14	.	-21	-2	4	6
COCCN(C(=O)COC(=O)CNC(=O)c1cccs1)c1c(N)n(Cc2ccccc2)c(=O)[nH]c1=O	2	-13	5	2	5	7	2	-2	-11	-5	-14
CCc1noc(C)c1C(=O)N(Cc1ccccc1)c1c(N)n(CCOC)c(=O)[nH]c1=O	9	7	0	23	-3	-1	-15	-1	0	9	5
CCN(c1cccc(C)c1)c1nc2ccsc2c(=O)s1	-1	13	-3	-3	21	4	-1	1	-12	-3	7
COc1cccc(N2CCN(C(=O)CCCCCn3c(=S)[nH]c4cc5c(cc4c3=O)OCO5)CC2)c1	-11	29	8	-5	-12	8	-4	-10	-22	-1	6
CCOC(=O)Cn1c(=O)oc2cc(S(=O)(=O)NCCc3ccc(C)cc3)ccc21	-5	9	-2	-9	15	-13	5	-12	-6	-11	-17
O=C(CCS(=O)(=O)c1ccccc1)Nc1ccc2c(c1)C(=O)NC2=O	-11	-10	0	-34	0	-4	3	-1	13	0	-1
O=C(NCCc1ccccc1)c1cccnc1	5	-30	-12	-64	-81	7	-37	8	-21	-10	-135
COc1ccccc1NC(=O)C(C)OC(=O)CCCN=C1NS(=O)(=O)c2ccccc21 (stereo unspecified)	-12	19	4	-93	13	-4	-5	13	20	-1	6
O=C(CCc1ccccc1)Nc1ccnn1C1CCN(C/C=C/c2ccccc2)CC1	8	-8	0	-1	-25	-8	16	-15	5	6	-18
CCCCN(C(=O)c1ccc(C)o1)c1c(N)n(CC(C)C)c(=O)[nH]c1=O	10	4	-1	-37	0	1	10	1	3	0	3
COC(=O)C(C(=O)OC)C(C[N+](=O)[O-])c1ccc(OC)c(OC)c1 (stereo unspecified)	8	-9	3	-18	-4	-4	7	6	-2	-5	3
O=C(c1ccccn1)N1CCN(c2ccc(C(F)(F)F)cn2)CC1	-5	6	-4	-11	-8	-5	7	3	6	6	9
S=C(NCc1ccccn1)Nc1ccc(Cl)cc1Cl	-11	-31	5	-37	-49	-43	-9	-14	-42	-20	-59
O=C(Nc1ccc(Br)c2cccnc12)c1ccc(Cn2cc(Cl)cn2)o1	30	-8	-21	12	3	6	0	-8	-14	5	-9
Cc1c2c(c(C)n1C)C(C(=O)NC1CCCCC1)N(Cc1ccccc1)C2=O (stereo unspecified)	4	10	7	-20	0	-9	10	14	5	-2	7
COc1cc(/C=C/c2ccc3cccc(O)c3n2)cc(OC)c1OC	8	-10	-4	-69	-8	-46	0	27	-46	-4	-76
COCCn1c(=O)[nH]c2cc(C(=O)Nc3cc(C)cc(C)c3)ccc2c1=O	-17	17	-2	0	15	30	-11	12	5	11	3
CCCN1CCN(C(=O)c2nn(-c3ccc(OC)cc3)c(=O)c3c2c2ccccc2n3C)CC1	4	43	2	-8	7	-13	-3	4	5	2	-14
O=C(CN1CCN(c2ccc(C(F)(F)F)cn2)CC1)Nc1ccc2c(c1)OCO2	1	2	-12	6	2	-20	-21	-4	11	3	9
O=C(Nc1ccc(OC(F)(F)F)cc1)C1CCCN(C(=O)c2ccc(Cl)cc2)C1 (stereo unspecified)	4	46	-18	13	-22	32	12	0	3	13	9
O=C(C1CCC(=O)N(C2CC2)C1)N1CCN(c2cccc(Cl)c2)CC1 (stereo unspecified)	14	-11	-9	-14	-15	0	-12	-5	-12	1	-18
Cn1cnc(S(=O)(=O)N2CCCC(c3cc(C(=O)Nc4ccc(F)c(Cl)c4)no3)C2)c1 (stereo unspecified)	0	-22	1	-19	-22	-29	-29	-2	-27	.	-10
CN1CCC(Oc2ccccc2Sc2ccc(C(F)(F)F)cc2)CC1	-11	-10	22	14	4	-9	5	0	6	2	10
CC(=O)Nc1ccc(Nc2ccc(N3C(=O)CCCC3=O)cc2[N+](=O)[O-])cc1	-7	12	6	7	20	-4	0	7	5	7	-11
CCn1c(C)cc2c(c1=O)C(c1ccccc1Br)C(C#N)=C(N)O2 (stereo unspecified)	4	-2	-2	5	14	-8	0	7	10	9	-25
CCOc1ccccc1C1C(C(N)=O)=C(C)Nc2nc(-c3cccc(C)c3)nn21 (stereo unspecified)	-8	-9	-6	-1	5	8	-15	-10	0	2	0
Cc1ccc(NC(=O)Cn2c(=O)n(CCCCC(=O)NCc3ccco3)c(=O)c3ccccc32)cc1	5	-7	2	-27	16	-3	-4	-8	-18	-1	1
COCCCN1C(=O)c2ccc(C(=O)OCC(=O)NCc3cccc(OC)c3)cc2C1=O	3	-4	2	-1	-9	-20	-2	-2	-16	2	7
CCOc1ccc(CCN2C(=O)C(=O)N([C@@H](Cc3ccccc3)CN3CCC[C@H]3CN3C(=O)C(=O)NC[C@@H]3CC(C)C)C[C@@H]2Cc2ccc(O)cc2)cc1	.	.	.	.	-7	10	-5	3	-8	.	.
CCOCCCn1c(SCC(=O)N2CCOCC2)nc2ccccc2c1=O	-1	8	-6	-1	2	-15	-7	3	8	-6	2
CC(SCc1ccccc1)C(=O)Nc1ccccc1F (stereo unspecified)	4	-5	-4	.	.	-1	10	-7	-5	-1	.
CCOc1ccc(CN(C)CC(=O)Nc2ccc(N3CCOCC3)cc2)cc1OC	20	29	-3	22	-1	-26	7	0	-8	-3	-1
O=c1cc2c(c(-c3ccccc3)n1Cc1ccccc1)[C@@H](CCO)NC2	6	-16	1	12	11	2	17	-5	-5	-2	-3
CCN1CCN(S(=O)(=O)c2ccc(C(C)(C)C)cc2)CC1	6	-16	-4	8	-4	-21	18	1	-4	-3	-29
O=S(=O)(NC1CC1)c1ccc(F)c(F)c1	2	-10	5	6	2	4	18	10	5	3	1
CCCNC(=S)Nc1ccccc1	-8	24	7	-12	-7	-6	14	-3	-13	2	4
O=C(O)CCNc1ccc(NCCC(=O)O)c2c1C(=O)c1ccccc1C2=O	-36	10	7	0	19	16	-2	1	11	3	6
O=C(Nc1cc(Br)ccc1O)C1CC(c2ccccc2Cl)=NO1 (stereo unspecified)	0	-21	7	-7	-8	-9	-3	14	17	11	6
Cc1cc(NC(=O)c2ccccc2-c2ccccc2)ccc1Br	-22	1	22	24	17	4	-15	9	18	8	14
O=C(Nc1cc(C(F)(F)F)ccc1N1CCOCC1)c1cnccn1	15	-7	-5	16	20	-5	-14	-1	17	9	19
O=C(CSc1nc2ccccc2c(=O)n1-c1ccccc1)c1cccc([N+](=O)[O-])c1	37	5	-28	16	10	-24	-18	12	20	9	-4
OCCCN=C1CCCc2c1[nH]c1ccc(Cl)cc21	3	12	-6	21	13	-18	-17	-2	-3	8	5
COc1cccc(Cn2c(Cn3c(-c4cnccn4)nc4ccccc43)nc3ccccc32)c1	.	.	.	.	9	-54	-5	-5	-12	.	.
O=C(c1cnccn1)N(Cc1cccs1)C1(C(=O)NC2CCCCC2)CCCCC1	0	11	-4	19	11	-1	-1	8	10	4	11
O=C(CSc1nc2nccnc2c(=O)n1Cc1cccs1)Nc1ccccc1	7	-9	-8	6	-9	-2	-4	-2	-20	-7	-19
CCCOc1ccc(CCc2n[nH]c(=S)n2Cc2ccccc2)cc1	-3	34	7	-19	7	2	20	21	12	-9	-7
Cc1c(Cl)cccc1NC(=O)NC1CCCCC1	14	-47	-10	-4	-21	-11	21	-8	-33	-4	-30
COCCn1c(SCC(=O)Nc2sc(C)c(C)c2C#N)nnc1C(C)C	-8	14	11	-6	10	-1	0	-4	-3	-11	2
Cc1ccc(NC(=O)c2ccc(NS(=O)(=O)c3ccc4[nH]c(=O)[nH]c4c3)cc2)nc1	1	-2	9	1	1	7	10	-6	22	-3	-7
CCOC(=O)C1CCN(C(=O)CC2C(=O)N(Cc3ccccc3)C(C)c3nc4ccccc4n32)CC1 (stereo unspecified)	12	5	3	-5	14	11	17	-2	-4	14	2
C=CCOc1ccc(CNc2ccc3[nH]c(=O)[nH]c3c2)cc1OC	2	-35	-2	9	-2	7	-35	-10	0	8	-9
COc1ccc(S(=O)(=O)N(C)C[C@H]2Oc3ccc(NC(=O)Nc4c(C)noc4C)cc3C(=O)N([C@H](C)CO)C[C@@H]2C)cc1	8	-7	-3	7	-9	-13	0	3	3	-3	-19
COC(=O)CCCC(=O)Nc1ccc(Br)cc1	-13	18	7	2	-11	-5	-5	10	-36	2	-3
COC(=O)C1=C(C)N(Cc2ccc(OC)cc2)C(=O)/C1=C\c1ccco1	-7	31	2	6	-14	-1	15	3	-8	5	-3
Cc1ccc(-c2csc3nc(SCC(N)=O)n(Cc4ccccc4)c(=O)c23)cc1	-8	-3	-6	-12	-17	13	-3	0	10	-2	6

A few values from the list:
O=C(c1cnccn1)N(Cc1cccs1)C1(C(=O)NC2CCCCC2)CCCCC1 – NR2F2 inh = -1
Cc1c(Cl)cccc1NC(=O)NC1CCCCC1 – EBV LMP1 NFkB = -4

Going on with the list.
SMILES	CF NFkB inh	Shn3 3UTR inh	KKLEB cytotox	SRC3 inh	NR5A2 inv ag	TWEAK-Fn14 inh	NR2F2 inh	C8 TRAIL sens	TROY NFkB inh	EBV LMP1 NFkB	SRC1 inh
CN1CCN(Cc2coc3c(Cl)cc(Cl)cc3c2=O)CC1	2	7	-11	-8	-6	-10	7	-8	-16	-16	9
CCn1c(-c2cc3c(C(F)(F)F)nn(C)c3s2)n[nH]c1=S	3	8	-5	-14	18	2	9	12	-3	11	-12
CC1CCCCC12NC(=O)N(CC(=O)Nc1ccc(S(=O)(=O)N3CCOCC3)cc1)C2=O (stereo unspecified)	0	5	15	-9	-9	-7	1	-7	-19	1	-24
CCOC(=O)C1CCCN(C(=O)c2cn(C)c3ccc(S(=O)(=O)N4CCCC4)cc3c2=O)C1 (stereo unspecified)	2	-1	6	1	3	-5	-9	-8	-28	3	10
CNc1nc(-c2cccs2)cc(C(F)(F)F)c1C#N	0	22	6	3	-15	-11	-3	-14	-7	6	-9
Cc1c(OCC(=O)NCC2CCC(C(=O)O)CC2)ccc2c(-c3ccccc3)cc(=O)oc12 (stereo unspecified)	-42	-5	6	-3	24	-27	-10	-13	0	6	-12
O=C(OCc1nc2ccccc2s1)c1ccccc1O	-15	-18	5	-25	1	-9	-5	1	-42	-8	-33
